HDAC3 inh: blocks human histone deacetylase 3 | O15379 | recombinant HDAC3, fluorogenic peptide/trypsin coupled, fluorescence | inhibition, % at 8.3 µM | 0.15% of 320,000 active | AID 2718; in the data active = inhibition above about 26%, passing the limit was not always enough; inconclusive = no clear call, values can overlap the other calls
Target sequence (O15379 whole entry, looked up): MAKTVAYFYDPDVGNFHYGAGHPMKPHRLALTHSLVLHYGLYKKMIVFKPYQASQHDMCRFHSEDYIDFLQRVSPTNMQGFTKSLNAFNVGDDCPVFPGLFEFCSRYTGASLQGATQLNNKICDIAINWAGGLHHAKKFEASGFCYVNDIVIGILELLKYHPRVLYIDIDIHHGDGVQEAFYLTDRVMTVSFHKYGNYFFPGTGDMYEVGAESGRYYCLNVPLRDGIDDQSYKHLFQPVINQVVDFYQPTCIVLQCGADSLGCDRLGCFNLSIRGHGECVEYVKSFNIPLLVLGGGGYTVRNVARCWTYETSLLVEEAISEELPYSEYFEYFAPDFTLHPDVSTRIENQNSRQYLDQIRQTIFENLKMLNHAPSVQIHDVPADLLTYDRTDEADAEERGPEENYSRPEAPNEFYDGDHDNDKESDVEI
KCNQ1 pot: potentiates or activates the human KCNQ1 potassium channel | P51787 | CHO-K1 KCNQ1, thallium flux FluxOR fluorescence; active compounds read high | 0.35% of 310,000 active | B-score at 10 µM;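 active = fluorescence ratio B-score, a plate-corrected score, at least three library SD, with initial intensity B-score within 5 SD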
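Assay system: CHO-K1 cells stably expressing KCNQ1; Medium: assay buffer with matched DMSO; Also added: K+/Tl+ depolarizing stimulus; Dosing: single dose; Timing: dye 90 min, compound 20 min, room temperature; Measured by: kinetic FluxOR thallium fluorescence, 10-s 1-Hz baseline, 110-s post-stimulus read; Read-out: peak-minus-minimum fluorescence over initial fluorescence, negative-control normalized, B-scored.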
TMEM16A inh: blocks the mouse calcium-activated chloride channel TMEM16A; Q8BHY3; HEK293 TMEM16A/YFP iodide influx fluorescence, ionomycin; normalized B-score (activity score, 25-100; higher = stronger inhibition) at 10 µM; 1.2% of 310,000 active; AID 588511;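 active = ratio plate-corrected score three or more library SD toward inhibition, starting fluorescence score within five deviations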;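 also: score derived from kinetic fluorescence span divided by baseline fluorescence per well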
RGS4 pot: RGS4 potentiation or activation; HEK293 M3R/inducible RGS4, carbachol calcium flux Fluo4; active compounds read low; B-score at 10 µM; 0.92% of 310,000 active; AID 463111;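 active = B-score of the integrated calcium signal more than 4 SD below the library mean, with starting fluorescence not abnormally high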;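 also: negative B-score means reduced calcium response which marks RGS4 activation or potentiation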
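Reagent: ECmax carbachol challenge; Test system: M3R-expressing HEK293 line, RGS4 induced by doxycycline; Schedule: overnight RGS4 induction, 30 min dye load 37 °C, 20 min compound RT; Detection: calcium dye Fluo4 fluorescence; Read-out: Agonist-evoked peak-minus-minimum fluorescence over baseline, integrated ratio, B score.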
RGS4 inh: human RGS4 inhibition | P49798 | HEK293 M3R/RGS4 inducible, Fluo-4 calcium flux; active compounds read high; triggered by carbachol at its EC20 | B-score at 10 µM | 0.45% of 310,000 active;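 active = B-score, a plate-corrected calcium signal, over three deviations above library mean, with baseline fluorescence within five deviations of library mean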;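 also: RGS4 expression induced by doxycycline in cells with stable M3 receptor; B-score is computed from the integrated fluorescence ratio over baseline after carbachol; higher B-score means a larger calcium signal and so more RGS4 inhibition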
Target sequence (P49798 whole entry, looked up): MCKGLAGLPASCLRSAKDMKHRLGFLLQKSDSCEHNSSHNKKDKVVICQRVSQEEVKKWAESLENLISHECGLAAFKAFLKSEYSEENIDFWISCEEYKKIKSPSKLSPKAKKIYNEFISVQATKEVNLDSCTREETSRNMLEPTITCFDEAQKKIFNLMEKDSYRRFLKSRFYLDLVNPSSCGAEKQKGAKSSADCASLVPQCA
KCNK9 inh: human KCNK9 channel inhibition; Q9NPC2; HEK293 KCNK9, FluxOR thallium flux fluorescence; active compounds read low; B-score at 10 µM; 1.2% of 310,000 active;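 active = ratio B-score over 3 SD below the library mean, with starting fluorescence within 5 SD of its mean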;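 also: negative B-score means less thallium flux so channel inhibition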
Target sequence (Q9NPC2 whole entry, looked up): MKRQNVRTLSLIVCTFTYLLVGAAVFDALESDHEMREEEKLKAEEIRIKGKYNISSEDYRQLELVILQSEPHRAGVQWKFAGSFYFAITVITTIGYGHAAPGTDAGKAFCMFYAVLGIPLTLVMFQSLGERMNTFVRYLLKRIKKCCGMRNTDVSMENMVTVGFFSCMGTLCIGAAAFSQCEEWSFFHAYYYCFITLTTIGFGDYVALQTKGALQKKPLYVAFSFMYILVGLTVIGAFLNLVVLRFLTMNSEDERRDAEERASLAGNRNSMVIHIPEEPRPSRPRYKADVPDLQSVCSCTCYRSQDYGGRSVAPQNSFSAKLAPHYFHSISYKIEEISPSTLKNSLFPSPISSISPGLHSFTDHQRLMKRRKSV
ANO1 activ: mouse TMEM16A channel activation, primary screen | Q8BHY3 | HEK293 TMEM16A/YFP-H148Q/I152L, iodide quench fluorescence; active compounds read low | B-score at 10 µM | AID 623877 | 0.3% of 340,000 active;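 active = fluorescence-ratio B-score plate-corrected deviation score at least 3 library SD below zero, with starting fluorescence score within 5 deviations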;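 also: channel opened by trigger with iodide after compound preincubation; score built on the fluorescence ratio of max minus min over baseline; more negative score means more quench and so TMEM16A activation or potentiation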
hERG protect: compounds protecting human hERG from proarrhythmic drug block; Q12809; CHO-hERG, FluxOR thallium flux, dofetilide IC70 present; activation (rescue from dofetilide block), less the hit threshold, % at 10 µM; 0.51% of 310,000 active; AID 1511;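 active = activation above the mean of controls blocked by dofetilide plus 5 SD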;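 also: thallium influx through hERG after potassium depolarization seen as dye fluorescence rise; in these data hits start at about 4.7%; inactives centre near -7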
KCNQ1 block: human KCNQ1 channel inhibition. P51787. 1.3% of 310,000 active. CHO-K1 KCNQ1, FluxOR thallium flux fluorescence; active compounds read high. B-score at 10 µM;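 active = compounds whose thallium flux B-score, printed positive for inhibition, exceeds three library SD while starting fluorescence stays within three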;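 also: channel opened by potassium depolarization with thallium stimulus after 20 min compound exposure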
KCNK3 inh: human KCNK3 channel inhibition, primary screen; O14649; CHO-KCNK3 thallium flux, FluxOR fluorescence; active compounds read low; B-score at 10 µM; 0.84% of 340,000 active; AID 602410;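 active = B-score under library mean minus 4 SD, starting fluorescence ratio at most library mean plus 5 SD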;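 also: more negative B-score means stronger inhibition of thallium flux through KCNK3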
SKKanGAS inh: inhibitors of SKKanGAS S. pyogenes growth in kanamycin (SK-promoter or general growth effect). BacTiter-Glo, 6 h. AID 1662. 1.3% of 300,000 active. inhibition, % at 7.5 µM;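 active = mean replicate score, as percent of positive control median, at least 50; inconclusive = mean below 50 but one replicate at or above 50; inactive = mean and every replicate below 50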;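 also: strain carries kanamycin resistance gene driven by streptokinase promoter and grows in 40 µg/ml kanamycin; loss of luminescence reflects streptokinase promoter inhibition or plain growth inhibition; 0% = median of DMSO wells and 100% = positive control at its reference dose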
Active calls of the source: *; i = inactive; ? = inconclusive; . = no result given. Compounds were not picked by outcome. Share with any hit: about 6.3%.

SMILES	HDAC3 inh	KCNQ1 pot	TMEM16A inh	RGS4 pot	RGS4 inh	KCNK9 inh	ANO1 activ	hERG protect	KCNQ1 block	KCNK3 inh	SKKanGAS inh
Cn1ccc(C(=O)N/N=C/c2ccccc2[N+](=O)[O-])n1	-1	i	i	i	i	i	i	-4	i	i	-2
O=C(c1cccc(Br)c1)c1conc1C(=O)c1ccco1	2	i	i	i	i	i	i	-8	i	i	-9
CCC(=O)NCCCOc1ccccc1	0	i	i	i	i	i	i	-8	i	i	-14
Cc1cccc(C)c1NC(=O)Cn1nc(-c2ccccc2)nc1-c1ccccc1	-4	i	i	i	i	i	i	-22	i	i	-12
CCOC(=O)c1ccc(NNC(C)=O)c([N+](=O)[O-])c1	-2	i	i	i	i	i	i	-10	i	i	-7
CCC(C(=O)Nc1cc(C)nn1-c1nc(C)cc(C)n1)c1ccccc1 (configuration not stated)	-6	i	i	i	i	i	i	-6	i	i	30
CCO[C@@H]1OC(C(=O)NCc2ccccc2)=C[C@H](C)[C@H]1CCCO	-3	i	i	i	i	i	i	-2	i	i	-3
Cc1cccc(C2CC(c3ccccc3)Nc3ncnn32)c1 (configuration not stated)	-3	i	i	i	i	i	i	-12	i	i	7
CCOc1ccc(N(C)S(=O)(=O)c2c[nH]c(C(=O)OC)c2)cc1	-6	i	i	i	i	i	i	-6	i	i	2
COc1ccc(C(C(=O)NC2CCCC2)N(C(=O)c2snc(-c3ccc(F)cc3)c2N)c2ccccc2)cc1 (configuration not stated)	6	i	i	i	i	i	i	-8	i	i	12
CC(=O)C1C(c2cccc(Oc3ccccc3)c2)NC(=O)NC1(O)C(F)(F)F (configuration not stated)	3	i	i	i	i	i	i	-12	i	i	-7
O=C(Cn1nnc(-c2ccccc2NC(=O)C2CC2)n1)NC1CCCCC1	-11	i	i	i	i	i	i	-11	i	i	0
COc1ccc(C(=O)C2CCCN(Cc3ccc4nonc4c3)C2)cc1OC (configuration not stated)	2	i	i	i	i	i	i	-5	i	i	1
CCN(CC)CCNC(=O)c1c(C)n(-c2ccccc2)c2cc(Br)c(OC)cc12	-2	i	i	i	i	i	i	-18	i	i	-1
CC(OC(=O)c1cc2c(ccc3ccccc32)oc1=O)c1nc2ccccc2s1 (configuration not stated)	.	i	i	i	i	i	i	-33	9*	i	3

Grouped by structure: those above containing fluorine
SMILES	HDAC3 inh	KCNQ1 pot	TMEM16A inh	RGS4 pot	RGS4 inh	KCNK9 inh	ANO1 activ	hERG protect	KCNQ1 block	KCNK3 inh	SKKanGAS inh
COc1ccc(C(C(=O)NC2CCCC2)N(C(=O)c2snc(-c3ccc(F)cc3)c2N)c2ccccc2)cc1 (configuration not stated)	6	i	i	i	i	i	i	-8	i	i	12
CC(=O)C1C(c2cccc(Oc3ccccc3)c2)NC(=O)NC1(O)C(F)(F)F (configuration not stated)	3	i	i	i	i	i	i	-12	i	i	-7

Other compounds
SMILES	HDAC3 inh	KCNQ1 pot	TMEM16A inh	RGS4 pot	RGS4 inh	KCNK9 inh	ANO1 activ	hERG protect	KCNQ1 block	KCNK3 inh	SKKanGAS inh
Nc1c(C(=O)N2CCCCC2)sc(=S)n1-c1ccccc1	5	i	i	i	i	i	i	-8	i	i	-6
O=C(Nc1cccc(F)c1)NC1CC2CCCC(C1)N2C1CC1 (configuration not stated)	2	i	i	i	i	i	i	-12	i	i	-12
S=C(NCc1ccncc1)Nc1ccc(Br)cc1Cl	-3	i	i	i	i	i	i	-12	i	i	6
COc1ccc(OC)c(NC(=O)C2CCCN(S(=O)(=O)c3cccc4nsnc34)C2)c1 (configuration not stated)	-5	i	i	i	i	i	i	-2	i	i	7
Cc1cc2n(c1)CCn1c(C)ccc1-2	-1	i	i	i	i	i	.	-14	i	.	3
COc1ccc2nc(C)cc(SCC(=O)N/N=C/c3ccccc3)c2c1	12	i	i	i	i	i	i	-7	i	i	1
COc1ccc(C2=NS(=O)(=O)N(C)C(C(=O)N3CCC(C)CC3)=C2)cc1	0	i	i	i	i	i	i	-11	i	i	-3
Cc1nnc(NC(=O)CSc2nnc(CNC(=O)c3ccccc3)o2)s1	2	i	i	i	i	i	i	-12	i	i	19
C/C=C(/C)C(=O)Nc1cccc(C2=NOC3(C2)C[C@@H](C(N)=O)N(C(=O)CC)C3)c1 (some centres not stated)	-5	i	i	i	i	i	i	-6	i	i	-2
COc1cccc2cc(C(=O)CS(=O)(=O)c3ccc(C)cc3)c(=O)oc12	-1	i	i	i	i	i	i	-5	i	i	-6
O=c1cc(N2CCCCC2)c(-c2ccccc2)nn1Cc1ccc(F)cc1	0	i	i	i	i	-12*	i	-31	i	i	17
Cc1cccc(NC(=O)C23CCC(C)(C2Br)C3(C)C)c1 (configuration not stated)	6	i	i	i	i	i	i	-9	i	i	12
CCCC1C(=O)Nc2ccccc2N1C(=O)c1cccc(C)c1 (configuration not stated)	1	i	i	i	i	i	i	-5	i	i	-4
COC(=O)c1scc(C)c1NC(=O)c1ccccc1F	2	i	i	i	i	i	i	-6	i	i	-7
NCCSC1CC(=O)N(c2ccc(Cl)c(Cl)c2)C1=O (configuration not stated)	5	i	i	i	i	i	i	-3	i	i	-9
CCN(CC(=O)NCc1cccs1)C(=O)c1ccc(OC)c(S(=O)(=O)N2CCOCC2)c1	-2	i	i	i	i	i	i	-12	i	i	-2
COc1cc(C(=O)Nc2ccc(Nc3ccccc3)cc2)cc(OC)c1OC	3	i	i	i	i	i	i	-2	i	i	4
Cc1ccc(-c2c(C(=O)N/N=C/c3ccncc3)nnn2-c2nonc2N)cc1	-4	i	i	i	i	i	i	-8	i	i	-1
CC(C)N1CCc2c(sc(NC(=O)CCc3ccccc3)c2C(N)=O)C1	7	i	i	i	i	i	i	-2	i	i	-5
CCc1ccc(NC(=O)CN(N=Nc2nonc2C)c2nonc2C)cc1	21	i	i	i	i	-9*	i	-14	i	-11*	3
CNC(=O)C12CCC(C)(c3nc4cc(C)c(C)cc4nc31)C2(C)C (configuration not stated)	3	i	i	i	i	i	i	-6	i	i	-1
CCOc1ccc(CCNC(=O)C2CCN(c3nnc(-n4cccc4)s3)CC2)cc1	-3	i	i	i	i	i	i	-2	i	i	-2
CN1CCN(c2ncc(CN3C(=O)c4ccccc4C3=O)s2)CC1	.	i	i	i	i	i	i	5.9*	i	i	-5
CC(=O)NC1(c2nnnn2CCOC(=O)Nc2ccc(Cl)cc2)CCCC1	-6	i	i	i	i	i	i	-14	i	i	-1
O=S(=O)(c1ccc(NC(=S)NC2CC2)cc1)N1CCOCC1	-2	i	i	i	i	i	i	-3	i	i	5
Cc1cc(C)c2c(CN3CCN(Cc4ccccc4)CC3)cc(=O)oc2c1	13	i	i	i	i	i	i	-11	i	i	1
O=C(Cn1c(=O)n(Cc2ccco2)c(=O)c2cc(Cl)ccc21)NCC1CCCO1 (configuration not stated)	-3	i	i	i	i	i	i	-7	i	i	1
O=C(Nc1ccc(-c2nc3ccccc3o2)c(O)c1)c1cc(-n2cnnc2)ccc1Cl	9	i	i	i	i	i	i	-20	i	i	2
O=c1c2c3nc4ccccc4nc3n(/N=C/c3ccccn3)c2ncn1-c1ccccc1	0	i	i	i	i	i	i	-4	i	i	17
Cc1cc(C)cc(NC(=O)c2ccc(NC(=O)c3ccco3)cc2)c1	7	i	i	i	i	i	i	-14	i	i	36
CCOc1ccc(CCNC(=O)COC(=O)c2nc3nc(C)cc(C)n3n2)cc1OCC	0	i	i	i	i	i	i	-5	i	i	0
CCOc1ccc(CCNC(=O)CS(=O)Cc2nc(-c3ccc(C)cc3)oc2C)cc1 (configuration not stated)	-1	i	i	i	i	i	i	-5	i	i	-2
CCCC(c1nnnn1C(C)(C)C)N1CCN(c2ccccc2)CC1 (configuration not stated)	-4	i	i	i	i	i	i	-12	i	i	4
CC(C)(C#N)C(C)(C)c1nn[nH]n1	-5	i	i	i	i	i	i	-12	i	i	6
CN(C)CCc1c[nH]c2ccc(C[C@H]3COC(=O)N3)cc12	-1	i	i	i	i	i	.	-2	i	.	-2
N#CC1=C(N)Oc2cc(N)ccc2C1C1CCCCC1 (configuration not stated)	-4	i	i	i	i	i	.	-1	i	i	4
CCOC(=O)C(C)n1nc(-c2ccccc2)c2ccccc2c1=O (configuration not stated)	3	i	i	i	i	i	i	-9	i	i	-8
O=C(NC1CC1)c1ccc2c(c1)N(Cc1ccccc1)CCS2	-60	i	i	i	i	i	i	-10	i	i	-9
O=C(Nc1cc(C(F)(F)F)ccc1-n1cncn1)c1ccc(Cl)cc1	3	i	i	i	i	i	i	-12	i	i	-6
N#CC1=C(N)n2c(s/c(=C\c3cccs3)c2=O)=C(C#N)C1c1cccs1 (configuration not stated)	-2	i	i	i	i	-11*	i	-9	i	-9.4*	41
Cc1ccc(NC(=O)CCN2CCC(C)CC2)cc1	10	i	i	i	i	i	i	-3	i	i	-2
Nc1nc(CCl)nc(N(c2ccccc2)c2ccccc2)n1	-1	i	i	i	i	i	i	-10	i	i	-3
CCn1c(SCC(=O)N2CCOCC2)nc(O)cc1=O	2	i	i	i	i	i	i	-2	i	i	3
C=CCn1c(SCC(=O)NC2CCCCC2)nnc1-c1sc(N)nc1C	-4	i	i	i	i	i	i	-2	i	i	-1
C(=N\N1CCN(c2ccccn2)CC1)/c1ccccn1	?	i	i	i	i	i	i	-10	i	i	1
Cc1ccc(N/N=C(\C#N)C(=N)N2CCCCC2)cc1	11	i	i	i	i	i	i	-8	i	i	14
S=C(Nc1cccc(Cl)c1)N1CCN(Cc2ccccc2)CC1	-9	i	i	i	i	i	i	-12	i	i	7
Cc1ccc2nc(CCc3ccc(N)cc3)[nH]c2c1	-9	i	i	i	i	i	i	-3	i	i	-2
Cc1ccc(-c2ccc(/C=N/NC(=O)c3ccccc3O)o2)cc1	-2	8*	i	i	i	i	.	-8	i	.	13
COc1cc(N/C(N)=N/c2nc(C)cc(C)n2)cc(OC)c1	-5	i	i	i	i	i	i	-1	i	i	2

High-throughput results: PubChem, several laboratories
